Assay outcomes from PubChem BioAssay.
Vif imaging = inhibitors of HIV Vif. AID 602346. 340,000 tested, 0.35% active. HEK293T cells, Vif self-association by quenched fluorescence, imaging, 24 h. inhibition, % at 7.49 µM; in the data active = inhibition above about 50%, passing the limit was not always enough; also: some results filed as inactive read as strong as hits
NR2E3 ag-1 = NR2E3 (human) agonism. Q9Y5X4. GST-NR2E3/biotin-RetCOR TR-FRET, 1536-well. inhibition of corepressor binding, % at 4.78 µM. 320,000 tested, 0.12% active. AID 2300;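 active = percent inhibition above the cutoff of mean plus 3 SD of all tested compounds, set per screening campaign, cut at about 20% in these data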;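 also: 0% = DMSO wells and 100% = biotin wells as full block of FRET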
Target sequence (Q9Y5X4 whole entry, looked up): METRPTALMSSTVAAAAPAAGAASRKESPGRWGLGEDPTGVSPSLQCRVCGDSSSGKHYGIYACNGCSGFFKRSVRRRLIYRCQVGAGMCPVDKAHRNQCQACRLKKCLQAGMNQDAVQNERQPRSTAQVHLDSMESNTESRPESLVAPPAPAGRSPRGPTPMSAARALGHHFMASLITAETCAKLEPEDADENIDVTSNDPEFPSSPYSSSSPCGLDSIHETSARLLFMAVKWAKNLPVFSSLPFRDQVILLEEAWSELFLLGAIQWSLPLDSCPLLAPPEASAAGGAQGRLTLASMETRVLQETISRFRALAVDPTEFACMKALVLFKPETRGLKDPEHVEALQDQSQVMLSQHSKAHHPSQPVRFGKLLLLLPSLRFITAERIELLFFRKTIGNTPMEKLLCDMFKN
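Test system – NR2E3–RetCOR corepressor complex · Quantity – NR2E3 fusion 1.35 nM · Buffer or medium – Tris pH 7.5 · Incubation – Compound–protein incubation for 5 h at 4 °C · Technique – TR-FRET, Eu(K)-anti-GST donor, streptavidin-D2 acceptor, ex 340, em 617/671 nm · Evaluation – percent inhibition of 671/617 nm emission ratio versus biotin and DMSO controls · Plate – 1536-well format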
CF NFkB block = blocks PAF-induced NF-kB reporter in cystic fibrosis cells; KKLEB NF-kB-GFP reporter, GFP fluorescence overnight; inhibition, % at 5 µM; 360,000 tested, 0.86% active;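 active = at least 50% inhibition at 5 µM, scaled per plate between neutral and stimulator controls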;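 also: PAF is a Pseudomonas aeruginosa culture filtrate used as stimulus; plate controls were PAF-stimulated DMSO wells for no effect and unstimulated DMSO wells for full effect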
HIF-2a block = inhibitors of HIF-2a; inhibition, % at 18.8 µM; 360,000 tested, 0.72% active; 786-0 RCC cells HIF-2a reporter, luciferase luminescence, overnight;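 active = inhibition of the luminescence signal of 40% or more relative to plate controls, in a single-dose primary screen at 18.75 µM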
Shn3 3UTR inh = inhibitors of Schnurri-3 3'UTR reporter in osteoblasts; Clone20 osteoblast Shn3 3'UTR firefly luciferase, 24 h; inhibition, % at 12.5 µM; 360,000 tested, 0.52% active;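 active = mean inhibition of at least 75% with every replicate also reaching 75%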;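 also: 0% = median of neutral control wells and 100% = pilot-screen positive control compound; some compounds past the cut are filed as inactive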
Peg3 promoter = inhibitors of Peg3 promoter; HeLa PEG-Prom luciferase reporter, luminescence, overnight; inhibition, % at 20 µM; 360,000 tested, 1.7% active; AID 588405;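 active = inhibition of at least 50% at 20 µM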
CaV13 ICDI inh = Primary screen for inhibitors of IQ motif and Ca2+-dependent inactivation inhibitor domain binding in CACNA1D, Förster resonance energy transfer in living cells, …; HEK cells, CFP/YFP FRET ICDI-IQ, plate reader, 10 min; percent FRET-ratio fall versus neutral wells; inhibition, % at 12.3 µM; 340,000 tested, 0.098% active; AID 743397;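 active = mean replicate inhibition of at least 30% and at least 1% of replicates passing that level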;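 also: 0% = median of the neutral control wells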
MITF TRPM1 inh = MITF TRPM1 promoter inhibition in SK-MEL-5 cells; SK-MEL-5 TRPM1 promoter luciferase, 24 h; inhibition, % at 12.5 µM; 330,000 tested, 0.83% active; AID 488899;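 active = mean inhibition across replicates of 60% or more, whatever share of single replicates reaches that level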; also: values of inactives mirror those of a sister screen read the other way
PDI turbidity = inhibitors of human protein disulfide isomerase. P07237. PDI insulin aggregation turbidity, A650, 90 min. inhibition, % at 10 µM. 350,000 tested, 0.052% active;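 active = mean inhibition across replicates of 30% or more, whatever share of single replicates reach that level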;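 also: absorbance from insulin aggregation driven by PDI reduction with DTT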
Target sequence (P07237 whole entry, looked up): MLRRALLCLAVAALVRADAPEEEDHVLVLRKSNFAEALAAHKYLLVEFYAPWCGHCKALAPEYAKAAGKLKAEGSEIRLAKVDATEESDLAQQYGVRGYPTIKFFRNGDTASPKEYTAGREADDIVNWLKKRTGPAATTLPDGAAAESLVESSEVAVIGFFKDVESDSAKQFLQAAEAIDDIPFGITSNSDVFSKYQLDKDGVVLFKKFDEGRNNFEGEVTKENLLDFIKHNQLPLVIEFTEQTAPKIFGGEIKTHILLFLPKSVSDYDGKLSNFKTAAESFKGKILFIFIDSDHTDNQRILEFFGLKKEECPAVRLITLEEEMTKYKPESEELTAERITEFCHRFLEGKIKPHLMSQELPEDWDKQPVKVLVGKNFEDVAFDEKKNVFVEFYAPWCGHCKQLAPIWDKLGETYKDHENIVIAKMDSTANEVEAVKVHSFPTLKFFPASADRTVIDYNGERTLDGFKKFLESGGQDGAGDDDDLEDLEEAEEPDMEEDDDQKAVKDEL
KKLEB cytotox = counter-screen for CF NF-kB inhibitors: cytotoxicity | AID 602141 | activity change (cytotoxicity), % at 5 µM | 360,000 tested, 0.36% active | KKLEB CF airway cells viability, ATPlite luminescence, overnight; active compounds read low; cells stimulated with P. aeruginosa culture filtrate;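 active = corrected activity change at or below -50% at 5 µM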
NR2E3 ag-2 = activates human NR2E3 receptor; CHO-S Gal4-NCOR/VP16-NR2E3 two-hybrid, luciferase; inhibition of corepressor binding, % at 3.98 µM; 360,000 tested, 0.35% active; AID 602229; Q9Y5X4;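 active = inhibition above the mean of all tested compounds plus 3 SD, cut at about 70% in these data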;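 also: 0% = DMSO with NR2E3 transfected cells and 100% = cells lacking NR2E3 construct; higher means lower luciferase signal from less NR2E3 corepressor binding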
Numbers without * were called inactive; . = no result given.

Values run as follows: Vif imaging	NR2E3 ag-1	CF NFkB block	HIF-2a block	Shn3 3UTR inh	Peg3 promoter	CaV13 ICDI inh	MITF TRPM1 inh	PDI turbidity	KKLEB cytotox	NR2E3 ag-2
1. COc1cc(C2C3C(=O)N(Cc4ccccc4)C(=O)C3ON2c2ccccc2)cc(OC)c1OC (stereo not drawn)
  -26.0	.	-15.5	7.2	-0.8	10.0	-0.4	-1.7	-0.3	-0.6	11.5
2. CC(C)c1ccc(C(=O)NC(=S)Nc2ccc3[nH]c(=O)[nH]c3c2)cc1
  -3.6	0.3	-13.6	-19.2	-7.8	-3.2	-5.0	8.9	1.3	0.5	-13.6
3. COCCN(Cc1cc2cc(C)ccc2n2nnnc12)C(=S)Nc1ccc(OC)cc1
  19.2	.	21.7	15.3	-3.1	21.5	-5.1	-3.7	0.9	-26.9	-7.5
4. COc1ccc(C)cc1NC(=O)c1ccc(NS(=O)(=O)c2cccc3cccnc23)cc1
  1.9	3.5	32.0	19.6	6.8	23.8	-4.3	6.8	-1.8	-15.6	27.7
5. CCN(CC)S(=O)(=O)c1ccc(C(=O)Nn2cnnc2)cc1
  .	0.6	0.1	11.8	1.6	12.4	-3.9	13.0	-0.2	8.0	17.1
6. Cc1ccc(N(CC(=O)NCc2ccccc2Cl)S(=O)(=O)c2cccs2)cc1
  2.1	1.5	15.1	-8.6	3.3	20.6	.	-12.3	5.5	-8.7	-6.4
7. CCOC(=O)CSc1nc2ccc(C)cc2n2cnnc12
  3.0	3.7	-45.7	-18.9	-6.6	-172.4	-0.9	1.7	-2.7	30.6	34.0
8. Cc1c([C@H]2[C@@H](CC#N)C2(C)C)c2ccccc2n1C
  -1.8	0.6	7.8	19.0	-10.2	14.2	.	11.5	-9.3	5.6	-14.3
9. COc1ccc2cc(C(C)C(=O)OC(C)C)ccc2c1 (stereo not drawn)
  0.6	1.0	-2.8	-14.0	-5.4	-22.6	-10.6	-30.9	-18.4	10.2	5.1
10. O=C(c1ccccc1)N1CCC(c2nc(-c3ccc(S(=O)(=O)NCC4CCCO4)cc3)no2)CC1 (stereo not drawn)
  -7.1	5.0	13.3	9.4	67.8	16.9	-4.6	30.7	-2.7	-6.0	20.9
11. Clc1ccc(CNc2ccc(N3CCN(Cc4ccccc4)CC3)cc2)cc1
  -25.9	-3.1	15.6	10.4	27.3	10.7	-10.8	14.8	1.1	-8.9	3.9
12. CC(=O)NC1=NC(=O)/C(=C/N2CCCCC2)S1
  -0.3	0.5	-3.4	4.2	0.5	-2.6	-6.0	-5.3	11.5	4.8	-18.8
13. Cc1nn(Cc2ccc(F)cc2)c(C)c1NC(=O)c1noc2c1CCCCC2
  -10.7	-0.6	13.4	-8.4	9.8	13.7	-8.1	13.7	-9.5	-3.8	11.6
14. Cc1c(OCC(=O)NCC2CCC(C(=O)NCCCO)CC2)ccc2c(-c3ccccc3)cc(=O)oc12 (stereo not drawn)
  1.8	-0.5	-2.2	-2.5	2.3	8.2	-13.5	2.4	0.9	-5.2	-6.2
15. C[N+]1(CC(O)COCC2COc3ccccc3O2)CCOCC1 (stereo not drawn)
  3.7	0.9	14.1	2.3	-3.8	-15.4	-4.1	5.5	1.6	-2.5	-9.3
16. CC(=O)Nc1cccc(C(=O)Nc2cccnc2)c1
  0.9	0.8	-9.5	14.0	1.9	2.8	-0.4	-0.8	3.1	-9.9	-11.2
17. CCC(=O)NC(=S)NNC(=O)c1ccc(OC)cc1
  27.2	1.1	7.7	1.3	59.2	-61.1	-9.4	20.9	1.4	3.6	3.5
18. COc1ccccc1C(=O)NCC(=O)Nc1ccc2c(c1)CCC2
  -3.1	5.4	-2.4	-249.5	-112.7	-200.0	-14.0	-77.4	-29.3	-11.8	-47.3
19. Cn1cccc1C(=O)OCC(=O)Nc1cc(C(C)(C)C)nn1-c1ccccc1
  -8.0	1.3	5.1	9.3	1.6	-2.1	-4.1	8.1	7.3	5.0	-4.2
20. CN1CCC(=C2c3ccccc3C(O)c3ccccc32)CC1 (stereo not drawn)
  3.7	-0.4	-19.6	11.0	-6.0	12.3	-20.3	-7.2	-0.1	9.1	25.7
21. Cc1nnc(SCC(=O)c2ccc(Cl)cc2)n(N)c1=O
  -4.2	-0.6	-1.8	-122.2	-64.3	-186.8	-10.8	-13.6	0.1	-4.5	-166.0
22. CC1CC(C)CN(CC(O)COCCOc2ccc(Br)cc2)C1 (stereo not drawn)
  2.1	-4.4	11.9	15.8	-40.7	0.4	-7.1	-11.9	8.2	-4.4	1.1
23. COC(=O)c1ccc(NC(=O)c2sc3nc(-c4ccccc4)cn3c2C)cc1
  -3.2	-3.0	2.8	-14.4	49.6	11.9	-4.3	55.7	-3.4	8.8	-36.4
24. CCCCCn1nc(C(=O)N2CCc3ccccc32)c2ccccc2c1=O
  -0.5	1.5	17.1	19.4	16.7	19.4	-3.5	12.2	-1.4	-1.5	-7.9
25. N/C(=N\OC(=O)c1cccs1)c1cccc(Br)c1
  -8.3	2.2	0.8	-287.5	-131.5	-210.1	-2.2	-68.4	5.9	-1.7	-74.3
26. CC(=O)c1ccc(N2CCN(C(=O)Cc3cccs3)CC2)cc1
  -1.2	1.5	10.1	-46.8	3.1	-44.1	-4.3	-3.7	-2.7	-2.0	-13.9
27. Cc1cc(C)c(C)c(S(=O)(=O)Nc2ccccc2C(=O)NCCCn2ccnc2)c1C
  -7.9	.	1.4	32.5	21.8	47.0	.	2.1	16.8	0.9	27.5
28. COc1ccc(-n2nc(C(=O)NCC(=O)NCCCN3CC(C)CC(C)C3)c3ccccc3c2=O)cc1Cl (stereo not drawn)
  18.0	4.4	-13.7	21.1	-1.6	1.6	-3.2	-17.9	5.3	-2.7	4.9
29. CCOc1cc(CNCCCN2CCOCC2)ccc1OCC(=O)NC(C)(C)C
  6.0	1.4	-22.2	12.1	5.1	2.3	-10.6	-1.2	11.9	14.7	4.4
30. Cc1cccc(C(=O)OC(C)C(=O)N2CCN(Cc3ccccc3)CC2)c1 (stereo not drawn)
  -2.1	.	2.7	12.4	-0.3	-3.9	-6.2	3.2	-2.0	4.3	-6.6
31. COc1ccccc1CNC(=O)C1CCC(CNS(=O)(=O)c2ccc(F)cc2)CC1 (stereo not drawn)
  -3.9	-0.7	-9.3	8.2	-0.5	18.9	-19.7	4.9	-12.3	0.4	7.2
32. COc1ccc(/C(N)=N/OC(=O)CSc2ccc(C)cc2)cc1OC
  6.0	-0.3	15.3	-59.6	3.2	-8.8	-3.6	-6.6	-1.7	-0.7	-18.9
33. COc1ccc(NC(=S)N2CCN(Cc3ccccc3)CC2)c(OC)c1
  4.1	-0.7	7.7	4.3	5.8	5.4	-19.9	4.7	13.1	-6.6	-22.5
34. Clc1cccc(CNc2ccn3nc(-c4cccc(Cl)c4)cc3n2)c1
  -0.9	.	-1.2	-320.9	-30.8	-202.3	-5.2	.	10.1	0.4	-83.7
35. CCCCn1c(SCC(=O)c2ccc3c(c2)NC(=O)CO3)nc2cc(S(N)(=O)=O)ccc21
  8.8	4.1	-17.2	2.8	12.1	2.4	-2.5	6.6	7.2	3.4	-42.2
36. O=[N+]([O-])c1ccc(COc2cccc(CNc3ccc(F)cc3)c2)cc1
  1.5	-0.6	2.0	-18.4	-10.3	9.1	-7.7	1.8	3.3	-5.0	-35.8
37. CCOC(=O)C1=CCC(c2ccccc2)N(S(=O)(=O)c2ccccc2C)C1 (stereo not drawn)
  .	.	16.1	3.4	-6.4	-4.3	-5.1	.	.	-0.1	-27.6
38. CCOC(=O)C(NCc1ccc2c(c1)OCO2)(NC(=O)CC)C(F)(F)F (stereo not drawn)
  -10.3	5.4	17.9	12.4	-15.1	2.7	-3.9	1.3	0.9	-0.6	-15.5
39. CC(=O)N(C)C(c1ccc(N(C)C)cc1)c1nnnn1-c1c(C)cccc1C (stereo not drawn)
  -1.5	-1.3	0.6	16.8	11.2	27.8	-0.7	-6.0	10.0	1.1	11.2
40. COc1ccc(C2C(C(=O)Nc3ccc(F)cc3)=C(C)Nc3nc(CCCO)nn32)cc1 (stereo not drawn)
  14.1	3.3	1.6	1.9	-11.4	2.1	5.4	.	.	-12.5	-16.0
41. COc1ccccc1CC(NC(C)=O)C(=O)NC1CCN(C(=O)Nc2ccccc2F)CC1 (stereo not drawn)
  13.5	-1.3	-8.1	0.6	1.4	2.0	-19.9	4.2	11.2	15.1	-10.1
42. CC(C)c1ccc(CNc2nc3nc4c(c(=O)n3[nH]2)CCC4)cc1
  -7.7	-0.4	-12.8	7.1	-3.1	-11.2	-4.3	5.2	0.2	-6.4	-41.3
43. CC(=O)Nc1cccc(NC(=O)Nc2cccc(F)c2)c1
  -22.1	0.0	-6.2	-85.5	-11.3	-65.5	3.8	-9.7	-0.5	9.6	-42.8
44. COC(=O)c1cc2occc2n1Cc1nc(-c2ccccc2F)oc1C
  -0.2	2.6	18.3	12.6	15.6	-4.1	1.3	15.8	3.6	-13.9	-7.2
45. CCOc1ccc2nc(NC(=S)N(C)C)sc2c1
  -8.1	-2.9	-33.1	-196.5	-21.9	-266.6	-4.5	-8.0	-3.2	-1.5	21.0
46. O=C(/C=C/c1ccc2c(c1)OCO2)NCCSCc1ccc(Cl)cc1
  4.6	3.7	-1.9	-0.2	10.5	-28.1	.	-0.7	3.2	-10.0	57.8
47. COc1ccc(C2CC(c3ccccc3C(F)(F)F)=NN2c2ccc(S(N)(=O)=O)cc2)cc1 (stereo not drawn)
  12.2	.	20.2	8.1	9.7	40.8	-2.3	-1.0	-1.7	0.1	-29.2
48. Cc1cccc(Oc2c([N+](=O)[O-])c(=O)n(C)c3ccccc23)c1
  11.5	-1.1	-4.3	17.0	-12.6	18.0	-4.9	43.2	3.4	-8.6	-8.2
49. COC(=O)C1CCN(C(=O)CCCOc2ccccc2)CC1
  22.3	1.7	14.0	-112.3	-78.3	-159.0	-5.6	-49.3	-2.2	-1.2	-20.4
50. COCCN1C(=O)C(=O)/C(=C(/O)c2ccc(S(=O)(=O)N3CCOCC3)cc2)C1c1ccc(O)c(OC)c1 (stereo not drawn)
  -3.4	0.1	-4.3	8.7	0.0	2.4	.	-1.5	-6.9	-0.4	-20.4
51. CCN1CCN(S(=O)(=O)c2cccc(S(=O)(=O)N3CCOCC3)c2)CC1
  3.5	-1.0	-13.9	15.4	-20.8	-0.1	-2.2	7.7	-0.4	7.1	-14.8
52. CN(C)c1ccc(C(=O)c2ccccc2)cc1
  -5.6	1.9	-0.4	-191.6	-44.4	-209.0	.	-70.7	-0.2	-3.3	-52.3
53. c1ccc2cc(Sc3ncnc4c3oc3ccccc34)ccc2c1
  0.4	0.3	29.3	-112.8	-12.8	-145.0	-2.6	-30.1	-4.6	-22.8	30.8
